TbREL1 primary – TbREL1 inhibition, primary screen | P86926 | TbREL1 RNA ligation, FRET fluorescence | inhibition, % at 9.66 µM | hit rate 0.49% among 89,000 | AID 1117264;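 active means inhibition above the mean inhibition across all screened compounds plus 3 SD, cut at about 11% in these data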;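 further: 0% = plate median of test wells and 100% = NSC42067 control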
Target sequence (P86926 whole entry, looked up): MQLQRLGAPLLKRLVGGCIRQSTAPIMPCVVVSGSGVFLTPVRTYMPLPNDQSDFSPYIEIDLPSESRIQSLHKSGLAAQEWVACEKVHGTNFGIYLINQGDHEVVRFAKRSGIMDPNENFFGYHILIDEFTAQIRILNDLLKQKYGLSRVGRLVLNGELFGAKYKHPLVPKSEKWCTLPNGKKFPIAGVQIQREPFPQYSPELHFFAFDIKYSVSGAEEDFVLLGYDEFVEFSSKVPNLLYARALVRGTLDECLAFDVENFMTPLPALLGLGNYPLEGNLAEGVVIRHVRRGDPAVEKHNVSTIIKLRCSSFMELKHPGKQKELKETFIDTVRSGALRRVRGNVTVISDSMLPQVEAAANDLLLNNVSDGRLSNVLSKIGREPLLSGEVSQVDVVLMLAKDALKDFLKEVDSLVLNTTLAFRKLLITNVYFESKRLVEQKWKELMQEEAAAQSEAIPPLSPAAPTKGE
Starred values were filed as active, the others as inactive.

item	TbREL1 primary	Structure
1	-7	CC(C)c1ccc(NC2CCCN(C(=O)CCN3CCCO3)C2)cc1 (stereo not drawn)
2	-1	O=C(NCCc1nc2ccccc2n1C/C=C/c1ccccc1)C1CCCCC1
3	-1	C=CC[N+]1(CC=C)CCOCC1
4	-2	CCCCC(=O)Oc1ccccc1C1SCc2cc(C)c(C)cc2CS1
5	0	O=C(Cn1nnc2ccccc21)c1ccc(Br)cc1
6	0	CCCCC1=CC2=C(c3ccco3)C(=O)C(C)(OC(=O)c3ccc(OC)cc3)C(=O)C2=CN1CC1CC1 (stereo not drawn)
7	2	CC(=O)Nc1cccc(C(=O)/C=C/c2ccc(/C=C/C(=O)c3cccc(NC(C)=O)c3)cc2)c1
8	0	COc1ccc(S(=O)(=O)N(C)CC(=O)NCC2CCCO2)cc1OC (stereo not drawn)
9	1	CN(CCc1ccccn1)C(=O)CCC1CCCN(C(=O)c2ccc3c(c2)OCCO3)C1 (stereo not drawn)
10	-1	CC1CCCCN1C(=O)c1ccccc1NC(=O)c1ccco1 (stereo not drawn)
11	-11	CCCn1c(SCC(=O)c2cc(C)n(C3CC3)c2C)n[nH]c1=O
12	1	COc1cc(C2=NOC(C(=O)NCc3cccs3)C2)cc(OC)c1OC (stereo not drawn)
13	0	COc1cc(/C=C2\SC(=S)N(Nc3ccccc3)C2=O)ccc1O
14	-2	CS(=O)(=O)c1ccc(C(=O)Nc2cc(-c3ccccc3)nn2-c2ccccc2)cc1
15	1	CC(=O)c1c(C)nc(C)nc1NC(=O)Cc1ccccc1
16	-6	CSCCC(NC(=O)COc1ccccc1)C(=O)N1CCN(c2cccc(C(F)(F)F)c2)CC1 (stereo not drawn)
17	6	Cc1oc(CC(C)C)cc1C(=O)Nc1ccc(C(=O)O)cc1
18	0	CCC(Oc1ccccc1F)C(=O)NCCCn1ccnc1 (stereo not drawn)
19	6	Cc1onc(-c2ccccc2)c1-c1nnc(COC(=O)c2ccc(N(C)C)cc2)o1
20	0	Clc1cccc(-c2ccc3ncnc(NCc4cccnc4)c3c2)c1
21	1	O=C(CNC(=O)c1ccccc1F)NC1CC1
22	1	CN(CC(=O)NCC(=O)Nc1ccc(F)c(F)c1F)C1CCS(=O)(=O)C1 (stereo not drawn)
23	0	C[C@H]1CCC[C@@H](O)CC(=O)c2c(O)cc(O)cc2CC(=O)O1
24	10	Cc1cc(OCCCCn2ccnc2)cc(C)c1Cl
25	-1	Cc1ccc(OCC(=O)Nc2nnn(C)n2)c(C)c1
26	3	CC1CCN(C(=O)c2cc3nc(-c4ccccc4)cc(-c4ccccc4)n3n2)CC1
27	1	Cc1ccccc1CNC(=O)C(=O)NCCC1CCCCN1S(=O)(=O)c1cccs1 (stereo not drawn)
28	0	N#C/C(=C1\C(=O)Nc2c(Cl)cc(Cl)cc21)c1nnc2n1CCCCC2
29	3	Cn1c(=O)c2c(nc(N3CCCCC3)n2CCSc2nc3ccccc3s2)n(C)c1=O
30	6	COc1ccc(OC)c(NC(=O)COC(=O)CCCN=C2NS(=O)(=O)c3ccccc32)c1

An excerpt from above in order of the TbREL1 primary value, low to high:
item	TbREL1 primary	Structure
11	-11	CCCn1c(SCC(=O)c2cc(C)n(C3CC3)c2C)n[nH]c1=O
14	-2	CS(=O)(=O)c1ccc(C(=O)Nc2cc(-c3ccccc3)nn2-c2ccccc2)cc1
8	0	COc1ccc(S(=O)(=O)N(C)CC(=O)NCC2CCCO2)cc1OC (stereo not drawn)
21	1	O=C(CNC(=O)c1ccccc1F)NC1CC1
29	3	Cn1c(=O)c2c(nc(N3CCCCC3)n2CCSc2nc3ccccc3s2)n(C)c1=O

Later entries
item	TbREL1 primary	Structure
31	3	Cc1c(C(=O)NCc2ccc(F)cc2)sc(=O)n1Cc1ccccc1
32	-2	Cc1nn(CCCC(=O)Nc2cc(Oc3ccc(F)cc3)cc([N+](=O)[O-])c2)c(C)c1[N+](=O)[O-]
33	4	O=C(Nc1ccccc1)OCCNC(=O)c1cccc(Cl)c1
34	0	CCOC(=O)N1CC=C2C(C#N)=C(N)C(C#N)(C#N)[C@H](c3ccsc3)[C@H]2C1
35	10	O=C(c1cccs1)N1CCN(C2CCN(Cc3ccccc3)CC2)CC1
36	-2	C=CCn1c(SCC(=O)Nc2nc3ccccc3s2)nnc1-c1ccccc1O
37	-2	CN1CCC(=O)N([C@H](COc2ccccc2)Cc2ccccc2)CC1
38	-7	Cc1cccc(C)c1NC(=S)N1CCCCCC1
39	3	C[C@H]1[C@H](c2ccccc2)Oc2cc(Br)ccc2S(=O)(=O)N1Cc1ccc(Cl)cc1
40	-3	O=c1[nH]c(SCc2n[nH]c(=S)n2-c2ccccc2)nc2sc3c(c12)CCC3
41	6	O=C(NCCc1ccccc1)C(=O)NCC1OCCCN1S(=O)(=O)c1cccs1 (stereo not drawn)
42	-1	COc1cc(CN2CCC(CO)(Cc3cccc(C(F)(F)F)c3)CC2)ccc1F
43	-2	c1ccc(Cn2nc(-c3ccccc3)nc2-c2ccccc2)cc1
44	-4	CC(C)(N[C@@H](Cc1c[nH]c2ccccc12)C(=O)NCCc1c[nH]c2ccccc12)C(=O)NC1CCCCC1
45	-2	COc1ccc(N=C2C(=O)Nc3ccccc32)cc1
46	-3	O=C1C2C(C(=O)N1/N=C/c1ccc(N3CCCCC3)o1)C1C=CC2C12CC2 (stereo not drawn)
47	5	O=C(Nc1ccc2c(c1)CCC2)c1cccc(S(=O)(=O)N2CCN(c3ccccc3)CC2)c1
48	-2	CCN(CC)c1ccc(S(=O)(=O)N2CCOCC2)cc1NC(=O)CSc1nncn1C
49	-2	Cc1cccc(NC(=O)COc2nsnc2N2CCOCC2)c1
50	2	O=C(Nc1nccs1)c1ccc2c(c1)OCO2
51	5	Cc1ccc(NS(=O)(=O)c2ccc(C)c(C(=O)Nc3ccc(S(=O)(=O)Nc4onc(C)c4C)cc3)c2)cc1
52	-1	O=C(COCC(=O)N/N=C/c1ccc(F)cc1)N/N=C/c1ccc(F)cc1
53	2	Cc1onc(-c2c(F)cccc2Cl)c1C(=O)N1CCSCC1
54	-4	Cc1cc(NC(=O)COc2cccnc2[N+](=O)[O-])no1
55	3	COc1ccc(C)cc1NC(=O)COC(=O)c1ccc2c(c1)OCO2
56	3	Cc1cc(O)c(Sc2ccccc2)c(=O)o1
57	0	COc1cc(C=O)ccc1OCCCOc1ccccc1C(=O)O
58	0	Cn1c(-c2ccccc2)cc(=O)n1-c1ccccc1
59	0	Cc1ccc(C2=CC(=O)CC(C)(C)C2)cc1
60	0	O=c1[nH]c(N2CCc3ccccc32)nc2c1CCCC2
61	-1	CC1(C)CCc2cc(-c3ccn(S(=O)(=O)c4ccccc4Cl)n3)ccc2O1
62	2	Cc1ccc(NC(=O)C2CCCN(S(=O)(=O)c3cnc[nH]3)C2)cc1C (stereo not drawn)
63	0	O=C(Nc1cc(C(F)(F)F)cc(C(F)(F)F)c1)[C@H]1O[C@@H](n2ccc(=O)[nH]c2=O)[C@H](O)[C@@H]1O
64	5	CN(C)CCCNC(=O)C(=O)Nc1ccc2c(c1)N(S(=O)(=O)c1cccs1)CCC2
65	2	COc1ccc(CN2CC(C(=O)NCCCN3CCOCC3)CC2=O)cc1 (stereo not drawn)
66	1	O=C(COC(=O)c1ccc2c(c1)OCCO2)Nc1ccc(F)cc1
67	-1	O=C(CN(Cc1ccco1)C(=O)c1ccc([N+](=O)[O-])cc1)Nc1ccccc1C(F)(F)F
68	-1	COc1ccc(C(=O)NC(C)(C)C)cc1S(=O)(=O)N1CCCC1
69	-1	O=S(=O)(Nc1cccnc1)c1cccc(Cl)c1
70	0	CN(Cc1ccccc1)CC(O)COc1ccc(CNCc2nccn2C)cc1 (stereo not drawn)
71	0	NC(=O)CC(NC(=O)c1ccc(Br)cc1)c1ccc(NCc2ccc(F)cc2)c([N+](=O)[O-])c1 (stereo not drawn)
72	-1	Cc1cccc(NC(=O)CN2C(=O)CCSc3ccccc32)c1C
73	1	CCOC(=O)CNC(=O)C(CO)NC(=O)OCc1ccccc1 (stereo not drawn)
74	3	C/C(=N\OC(=O)c1cccc(Cl)c1)c1sc(C)nc1C
75	-1	CCNc1nc(NC(C)C)nc(N(C#N)Cc2ccccc2)n1
76	4	O=C(NCC1CCCN1S(=O)(=O)c1cccs1)c1c(F)cccc1F (stereo not drawn)
77	-2	CCOc1ccc(CCNC(=O)c2cc(C)nn2-c2ccccc2)cc1
78	0	COC(=O)c1ccc(Cn2ccc3ccc(-c4ccc5ccn(C(=O)c6cccc(OC)c6)c5c4)cc32)cc1
79	-1	Cc1ccc(NC(=O)CSc2nnc(C3CCCCC3)n2N)cc1F
80	-1	CCC(C)NC(=O)CSc1nnc(-c2cc(OC)c(OC)c(OC)c2)o1 (stereo not drawn)
81	-4	CCCN(CCC)CCCNc1ccc2nnc(-c3ccc(F)cc3)n2n1
82	4	Nc1cc(=O)[nH]c(SCC(=O)Nc2ccc(Cl)c(Cl)c2)n1
83	1	COCCC(=O)NNS(=O)(=O)c1ccc(Cl)cc1
84	0	CC12COC3(C(=O)Nc4cccnc4)CC1CCC32C (stereo not drawn)
85	10	CC(C)CC(CCOCCO)NC(=O)OCc1ccccc1[N+](=O)[O-] (stereo not drawn)
86	-3	CC(C)(CNC(=O)c1cccs1)CNC(=O)c1cccs1
87	-1	O=C(O)C1CCN(S(=O)(=O)c2ccc(N3CCOCC3)c([N+](=O)[O-])c2)CC1
88	0	Cn1c(=O)c2c(nc(SCCN3CCOCC3)n2Cc2ccccc2)n(C)c1=O
89	1	Cc1ccc(S(=O)(=O)NCC(=O)OCC(=O)Nc2cccc(S(=O)(=O)N3CCOCC3)c2)cc1
90	-6	CC(C)NC(=O)N(C)C[C@H]1OCCCC[C@@H](C)Oc2ccc(N(C)C)cc2C(=O)N([C@H](C)CO)C[C@@H]1C

Arranged by length of the SMILES (low to high): some entries from above.
item	TbREL1 primary	Structure
69	-1	O=S(=O)(Nc1cccnc1)c1cccc(Cl)c1
81	-4	CCCN(CCC)CCCNc1ccc2nnc(-c3ccc(F)cc3)n2n1
76	4	O=C(NCC1CCCN1S(=O)(=O)c1cccs1)c1c(F)cccc1F (stereo not drawn)

(cont.)
item	TbREL1 primary	Structure
91	0	O=CN1CCN(C(=O)C(=O)c2cn(CC(=O)N3CCCCC3)c3ccccc23)CC1
92	-1	Cc1ccc(CNC(=O)C23CN(Cc4ccccc4)CC2C(c2cccc([N+](=O)[O-])c2)=NO3)cc1 (stereo not drawn)
93	3	O=C(CSc1nc2ccccc2s1)N=Nc1c(O)[nH]c2ccccc12
94	0	COc1cc(/C=N/NC(=O)COc2c(C)cc([N+](=O)[O-])cc2C)ccc1OC(=O)c1ccccc1Br
95	-1	CC(C)C(=O)N1CCN(c2ccccc2NC(=O)c2cc([N+](=O)[O-])ccc2N2CCOCC2)CC1
96	3	O=c1cc(CN2CCC3(CC2)OCCO3)c2c(ccc3ccccc32)o1
97	0	CCN1C(=O)N(S(=O)(=O)c2ccc(C)cc2)[C@@H](c2ccccc2)C(C(=O)OC)=C1C
98	0	O=C(CCCn1c(=O)c2sccc2n(CC(=O)NCc2ccco2)c1=O)NCc1ccco1
99	-1	CCC(C(=O)NC(C)(C)C)N(C(=O)c1ccc(Cl)nc1)C1CCCC1 (stereo not drawn)
100	-1	NC1=NS(=O)(=O)NC1c1cccc(Cl)c1 (stereo not drawn)
101	2	CC1=NN(C(C#N)c2ccccc2)C(c2ccccc2)C1 (stereo not drawn)
102	3	CC1CCCCC12NC(=O)N(CC(=O)NCCc1ccccn1)C2=O (stereo not drawn)
103	3	O=c1c2ccccc2nnn1CSc1nnnn1-c1ccc(O)cc1
104	-3	CCS(=O)(=O)c1ccccc1C(=O)NC1CCCc2ccccc21 (stereo not drawn)
105	2	CC1Oc2ccccc2N(CC(=O)N(Cc2ccccc2)Cc2ccccn2)C1=O (stereo not drawn)
106	2	Cc1ccc(S/C(=N\S(=O)(=O)c2ccc(Cl)cc2)c2ccccc2)cc1
107	1	O=C(N/N=C/c1ccc(Br)cc1)c1ccc(Br)o1
108	4	Cc1cc(C)c(S(=O)(=O)Nc2cccc(C(=O)O)c2)cc1S(=O)(=O)Nc1cccc(C(=O)O)c1
109	8	O=C(CSCCO)Nc1ccc([N+](=O)[O-])cc1
110	-5	CCc1cc(C(=O)NNC(=O)CCN2CCN(c3ccccc3)CC2)sc1C
111	2	Cc1ccnc(NC(=O)CNC(=O)c2ccc3c(c2)OCO3)c1
112	4	COC(=O)c1ccc(CNC(=O)C2CCC(=O)N(CCc3ccccn3)C2)cc1 (stereo not drawn)
113	0	CCNS(=O)(=O)c1ccc(CCC(=O)N2CCOCC2)cc1
114	12*	COc1cc(/C=C/C(=O)n2cnc3ccccc32)cc(OC)c1OC
115	2	CCOC(=O)C(NC(C)=O)(Nc1ccc(F)cc1)C(F)(F)F (stereo not drawn)
116	-2	Cc1noc(C)c1NC(=O)Nc1ccc2c(c1)C(=O)N([C@@H](C)CO)C[C@@H](C)[C@H](CN(C)S(=O)(=O)c1ccc(F)cc1)OCCCC[C@H](C)O2
117	-5	Cc1cc(-c2n[nH]c(=S)n2N=Cc2cccc(Oc3ccccc3)c2)n[nH]1
118	-4	CCc1ccccc1NC(=O)COc1cccc2ccc(C)nc12
119	2	CCOc1ccccc1C(=O)Nc1nnc(COC)s1
120	-3	CCC(C)(C)n1nnnc1CN1CCc2ccccc21

Taken from above:
TbREL1 primary with compound 83 is entered as 1
TbREL1 primary with compound 20 is entered as 0
TbREL1 primary with compound 87 is entered as -1
TbREL1 primary with compound 35 is entered as 10
TbREL1 primary with compound 77 is entered as -2

Other compounds follow:
item	TbREL1 primary	Structure
121	-6	CCN1CNC(=S)N(c2cc(C)ccc2C)C1
122	-3	Cc1cc(OCC(=O)N2CCN(c3ccccn3)CC2)cc(C)c1Br
123	-1	NC(=O)NC(=O)COC(=O)c1ccccc1OCc1ccc(F)cc1
124	0	COc1ccc(NC(=O)c2nc[nH]c2C(=O)N2CCN(C(=O)OC(C)(C)C)CC2)cc1
125	6	COC(=O)C1=C(C)N(Cc2ccccc2)C(=NCC(C)C)N[C@H]1c1cccc(F)c1
126	-1	O=C(NC1CCCC1)C(c1ccccc1)N(C(=O)c1ccno1)c1cccnc1 (stereo not drawn)
127	2	Nc1nc(CN2CCOCC2)cs1
128	2	NC(=O)C1CCN(CC(=O)Nc2ccccc2Sc2ccc(Cl)cc2)CC1

Screens from PubChem BioAssay.

Some of the compounds tested, so the mix of outcomes need not match the whole.
